Screens as filed in PubChem.
Cneo AK release = Cryptococcus neoformans lysis via adenylate kinase release; lysis activity, % at 15 µM; 360,000 compounds, 0.2% hits; AID 651654; C. neoformans lysis, adenylate kinase release luminescence, 4 h; normalised: neutral wells 0, clomiphene wells 100;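 active = mean lysis activity across replicates of at least 80%, whatever share of replicates individually reach that level; inactive = mean lysis activity below 80%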
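Material – log-phase Cryptococcus neoformans yeast cells · Input – 5 × 10^6 yeast cells/mL · Medium – fresh YPD growth medium · Doses – single compound concentration per well · Timing – static 4 h at 37 °C with compound, 1 h detection · Detection – adenylate kinase release luminescence · Read-out – signal increase indicating cell lysis · Control set – Clomiphene as positive lysis control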
miR122 inh = inhibitors of miR-122 in Huh7 cells. 340,000 compounds, 0.3% hits. Huh7 miR-122 Renilla luciferase sensor, 48 h; neutral wells = 0, positive control = 100. activation (reporter increase), % at 12.5 µM;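 active = mean replicate activation score at least 90 and every replicate individually at or above 90; inconclusive = only one of the two criteria met; inactive = neither criterion met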;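 also: higher luciferase means less miR-122 activity so hits act as miR-122 inhibitors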
GSIS activator = primary screen for activators of insulin secretion dependent on glucose, INS-1E cells, GLuc reporter luminescence | INS-1E GLuc reporter insulin secretion, 2-3 h | activation, % at 16.6 µM | 370,000 compounds, 0.61% hits | AID 743287;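 active = lowest replicate activation of at least 40%, so every replicate reaches that level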;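 also: 0% = median of neutral control wells and 100% = median of IBMX positive control wells; some compounds called inactive have numbers as strong as hits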
PGC1a acetyl inh = lowers PGC1a acetylation signal in U2OS cells; AlphaScreen anti-acetyl-lysine; with virally co-expressed GCN5 acetyltransferase; inhibition, % at 15.6 µM; 350,000 compounds, 0.17% hits; AID 651687;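 active = every replicate shows inhibition of at least 40%; inconclusive = mean inhibition at least 40% but some replicate below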;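 also: 0% = neutral control wells and 100% = positive control wells; some results beyond the cut were filed as inactive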
PglD inh = PglD (C. jejuni) enzyme inhibition | purified PglD enzyme, DTNB colorimetric CoA detection | inhibition, % at 12.5 µM | 360,000 compounds, 0.098% hits | AID 602405; in the data active = inhibition above about 16%, passing the limit was not always enough; inconclusive = no clear call, values can overlap the other calls; also: strong numbers were not always called active
CFTR F508del cor = correctors of CFTR F508del function in bronchial epithelial cells; activity (quench increase), % at 7.58 µM; CFBE cells, YFP halide quenching; stimulated with forskolin plus potentiator P3; % fluorescence drop versus neutral controls; AID 720511; 350,000 compounds, 0.36% hits;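 active = mean added fluorescence quench of at least 8% versus neutral control, with both replicates also reaching 8%; inconclusive = only one of the mean or replicate conditions met; inactive = mean below 8% and not both replicates reaching 8%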;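 also: cells transiently co-express mutant CFTR-F508del with the halide-sensitive YFP; corrector assay measuring rescue of mutant channel to the surface after 24 h compound exposure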
C2C12 statin = protects C2C12 myotubes from simvastatin toxicity. ATP luminescence, 48 h; scaled: DMSO 0, geranylgeraniol control 100. rescue of ATP level, % at 7.49 µM. 330,000 compounds, 0.78% hits;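 active = mean ATP rescue above about 67%, or every replicate alone reaching that limit, limit read from the data, passing the limit was not always enough; inconclusive = no clear call, values can overlap the other calls; inactive = mean under the limit and some replicate under it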;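 also: myotubes were challenged with 10 µM simvastatin during compound exposure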
FN deposition inh = fibronectin deposition inhibition; AH1F fibroblasts, Alexa488-fibronectin deposition fluorescence, overnight; AID 743247; inhibition, % at 12.6 µM; 350,000 compounds, 0.086% hits;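 active = mean inhibition across replicates of 30% or more, regardless of how many single replicates reach that level; inconclusive = mean under 30% yet at least half of replicates reach 30%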;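 also: positive control wells lacked labelled fibronectin entirely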
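Material: AH1F fibroblasts assembling fluorescent fibronectin matrix; amount: 10000 AH1F cells/well; medium: DMEM, 2% serum; reagent: Alexa488-fibronectin, 24 nM final in well; dosing: single compound dose, delivered by pin transfer; incubation: 1 h adhesion, overnight exposure; detection: fluorescence after three HBSS washes, excitation 485 nm, emission 525 nm; measure: fibronectin deposition inhibition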
* hit, by the source's call; ? = inconclusive; / = no result given; & = joins results of further samples; [ ] = another dose, or the depositor's remark.

cpd	canonical_smiles	Cneo AK release	miR122 inh	GSIS activator	PGC1a acetyl inh	PglD inh	CFTR F508del cor	C2C12 statin	FN deposition inh
1	COc1ccc(NC(=O)Nc2cccc3c2O[C@H](CN(C)CC2CCCCC2)[C@H](C)CN([C@H](C)CO)C3=O)cc1	50	2[16.7 µM]	0	0	0	-0.8	-23	/
2	COc1ccc2[nH]cc(CCNC(=O)Cc3ccc(Cl)cc3)c2c1	-2	/	-33	-1	2	-3.0	20	1
3	O=C(c1ccc(Cl)cc1)N1CCC(c2nc(-c3cccs3)no2)CC1	2	8	-35	-3	6	-2.1	52	/
4	CCC(=O)N1C[C@@H](C)[C@@H](OC)CN(C)C(=O)c2ccc(NC(=O)Nc3ccccc3)cc2OC[C@H]1C	-6	3[16.7 µM]	9	0	3	0.0	1	-2
5	CCOc1cc(CN2CCN(C(=O)c3cccc4ccccc34)CC2)ccc1OC	-1	-2	-12	7	-1	3.9	13	2
6	O=c1nccc(NCc2ccco2)[nH]1	-2	3	/	5	/	/	17	9
7	CC1(C)Cc2c(c(N3CCOCC3)nc3sc(C(=O)Nc4ccc(Cl)cc4)c(N)c23)CO1	-2	/	-1	/	-3	-5.7	-110	3
8	COc1ccc(-n2c(C)cc(C(=O)NC3CCCCC3)c2C)cc1	-1	/	7	-10	-1	-4.3	3	/
9	CC(C)(C#N)NC(=O)c1ccco1	0	-7	/	-5	-2	/	8	/
10	CCn1c(SCC(=O)N2CCCc3ccccc32)nnc1-c1c[nH]c2ccccc12	0	2	/	-17	-1	/	/	/
11	CCCc1nnc(SCC(=O)Nc2ccc(NC(C)=O)cc2)n1-n1cccc1	2	-6	0	/	1	-0.6	9	-1
12	COc1ccc(CC(=O)NC(C)c2nnc(SCC(=O)Nc3nc(C)cs3)n2C)cc1 (stereo unspecified)	0	0	/	-1	-5	/	11	8
13	CC(Nc1nc(-c2ccc(F)cc2)cs1)c1nc2cc(C(F)(F)F)ccc2n1CCOCCO (stereo unspecified)	1	6	-9	/	-1	0.5	7	-2
14	Cc1[nH]c2ccc(-c3n[nH]c(=S)n3C)cc2c1C	1	-1	3	-28	-2	1.2	-13	/
15	Cc1ccccc1-c1cnc(C(O)c2cccc(C)c2C)[nH]1 (stereo unspecified)	0	3	-5	10	0	0.3	31	0
16	Cc1ccc(S(=O)C(c2ccccc2)c2ccccc2)cc1 (stereo unspecified)	0	-4	16	21	5	-1.4	6	-7
17	CCn1c(=O)c(C(=O)Nc2ccccc2S(N)(=O)=O)c(O)c2ccccc21	-1	-4	/	7	-25	/	11	/
18	C[C@@H]1CN([C@H](C)CO)C(=O)Cc2cc(NS(C)(=O)=O)ccc2O[C@H]1CN(C)S(=O)(=O)c1cccs1	-5	-3[16.7 µM]	7	11	0	0.7	-9	-7
19	C[C@@H]1COC(=O)CCC/C=C\C[C@@H](CC(=O)N(CCO)Cc2ccccc2)C(=O)N1	-1	/	/	/	-3	-2.2	-2	1
20	c1ccc(-c2ccccc2OCCCCn2ccnc2)cc1	17	0	7	-6	-3	0.5	3	-8
21	CCOc1ccc2[nH]c3c(NCCCOC)ncnc3c2c1	-4	5	-1	/	4	-0.9	-42	8
22	CCC(=O)N1C[C@H](C)[C@@H](OC)CN(C)C(=O)c2ccc(NC(=O)Nc3ccc(Cl)cc3)cc2OC[C@H]1C	1	/	-22	3	-1	-2.9	-32	-6
23	CNc1cncc(-c2ccc(O)cc2C)n1	0	2	1	16	-6	-1.4	-4	-7
24	O=C(CNC1CCCCC1)Nc1ccc(S(=O)(=O)N2CCCCC2)cc1	1	/	-3	/	3	-0.9	-11	-2
25	COc1ccc(Cl)cc1NC(=O)CNCc1cccs1	3	-4	-7	-7	-4	1.4	3	11
26	CC(=O)c1cccc(NC(=O)COC(=O)c2ccc3c(c2)OCO3)c1	-1	0	3	5	3	-1.6	13	4
27	COC(=O)c1cc(Cl)ccc1NCC(N)c1ccccc1 (stereo unspecified)	-2	-5	/	-25	4	1.2	-10	-3
28	CCOc1ccc(CN2CCN(Cc3cccc4c3OCO4)CC2CCO)cc1 (stereo unspecified)	1	-6	/	-6	-1	0.1	5	-2
29	COc1ccc(CC(NC(C)=O)C(=O)NC2CCN(c3nc(C)cc(C)c3C#N)CC2)cc1OC (stereo unspecified)	/	/	12	5	/	2.1	/	6
30	CCOC(=O)C1CCN(C(=O)COC(=O)CSc2ccc([N+](=O)[O-])cc2)CC1	0	-7	2	-6	5	-2.2	21	-3
31	O=C(CSc1nnc(CNC(=O)c2ccco2)o1)Nc1ccccc1	/	-6	1	-4	/	/	5	9
32	O=C(CSc1nnc(CNC(=O)c2c(F)cccc2Cl)o1)NC1CCCC1	-5	-4	-4	-1	-2	2.1	7	-1
33	CC(C)OCC(O)Cn1c(N2CCCC2)nc2c1c(=O)[nH]c(=O)n2C (stereo unspecified)	-1	/	5	-2	-3	/	-9	-9
34	CCNC(=O)[C@H]1[C@H](CO)[C@H]2Cn3c(ccc(-c4ccccc4F)c3=O)[C@H]2N1CC	1	3[16.7 µM]	-1	/	-4	-0.5	5	/
35	O=C([C@@H]1[C@@H](CO)[C@@H]2Cn3c(ccc(-c4cccc(F)c4)c3=O)[C@@H]2N1Cc1cocn1)N1CCCCC1	3	1[16.7 µM]	-2	9	2	-2.3	-3	/
36	O=C(Nc1ccc(S(=O)(=O)N2CCCCC2)cc1)C1CC(=O)N(c2ccccc2)C1 (stereo unspecified)	8	/	12	/	-1	0.3	23	-131
37	CC(=O)Nc1ccc(NC(=O)C(C)OC(=O)C(C)SCC(=O)Nc2ccc(F)cc2)cc1 (stereo unspecified)	2	-8	-2	6	-1	-0.5	13	-3
38	O=C(O)C[C@H]1C[C@@H]2c3cc(NC(=O)C4CCC4)ccc3O[C@@H]2[C@@H](CO)O1	-1	0[16.7 µM]	7	-1	1	-1.6	9	/
39	NCC[C@H]1CC[C@@H](NS(=O)(=O)Cc2ccccc2)[C@@H](CO)O1	1	3[16.7 µM]	-8	1	1	-1.8	-15	-13
40	O=c1c2ccccc2c(C=Nc2ccc(Cl)cn2)c(O)n1-c1cc(Cl)ccc1N1CCOCC1	-2	-2	/	14	-4	/	-17	/
41	CC(C)NC(=O)N(C)C[C@H]1Oc2ccc(NC(=O)Nc3ccc(C(F)(F)F)cc3)cc2CC(=O)N([C@@H](C)CO)C[C@H]1C	-2	86[16.7 µM]	-1	-8	0	2.0	-146	-17
42	C[C@@H]1CN([C@H](C)CO)C(=O)Cc2cc(NC(=O)Nc3cccc4ccccc34)ccc2O[C@H]1CN(C)C(=O)Nc1ccccc1	-2	-6[16.7 µM]	0	7	2	1.3	-3	/
43	CN1c2ccc(-c3cccc(C#N)c3)cc2[C@H]2[C@H](CCN2C(=O)C2CC2)[C@@H]1CO	/	/	-4	-4	/	0.7	/	13
44	Cc1ccc(-n2nc3ccc(NC(=O)/C=C/c4ccco4)cc3n2)cc1	-2	16	/	/	-4	-3.0	/	-7
45	O=C(Cn1cncn1)NCc1cc(F)ccc1F	1	8	-10	/	5	0.0	12	-17
46	Cn1c(=O)c2cc(NC(=O)NCc3ccccc3)ccc2n1C/C=C/c1ccccc1	1	16	-13	-10	5	5.1	-12	4
47	CCNC(=O)C[C@H]1C=C[C@H](NC(=O)C2CCOCC2)[C@H](CO)O1	-2	/	13	-1	0	-0.7	2	/
48	COC(=O)C1OC1c1cc([N+](=O)[O-])ccc1OC (stereo unspecified)	/	-3	0	3	/	0.5	/	-1
49	O=C(Nc1ccc(/C=C/c2nc3ccccc3o2)cc1)c1c(F)cccc1F	-4	2	/	-4	-3	/	56	/
50	Cc1cccc2cc3c(NC(=O)CC(C)C)nn(C)c3nc12	0	3	/	6	9	/	-3	/
51	O=C(Cc1ccc([N+](=O)[O-])cc1)N1CCN(c2ccc([N+](=O)[O-])cc2)CC1	5	-5	16	-17	2	-0.5	14	3
52	CCc1ccc(C(=O)OCC(=O)N(CC)c2c(N)n(Cc3ccccc3)c(=O)[nH]c2=O)cc1	0	/	-8	/	-4	-4.4	2	-6
53	C[C@@H]1CN([C@@H](C)CO)C(=O)c2cccc(NC(=O)Nc3ccccc3)c2O[C@@H]1CN(C)Cc1ccc(C(F)(F)F)cc1	0	5[16.7 µM]	-14	/	-2	0.1	-20	/
54	O=C(c1ccccc1)c1cccc(NC(=O)C2CC2)c1	14	1	/	5	-1	/	/	-2
55	Cc1ccc(C(=O)COC(=O)c2cc(C)no2)c(C)c1	-1	/	-19	/	4	1.1	8	2
56	CCC(=O)N[C@H]1CC[C@@H](CCNC(=O)Nc2ccc(F)cc2)O[C@@H]1CO	2	/	-1	5	2	-1.0	-5	-6
57	CCN(CC)C(=O)Cn1cnc2sc(C(=O)N3CCN(c4ccc(OC)cc4)CC3)c(C)c2c1=O	1	-2	-4	2	0	/	-18	/
58	C#Cc1ccc([C@H]2C=C(C(=O)Nc3ccccc3)O[C@@H](OCc3ccc(CO)cc3)C2)cc1	-5&-2	11	/	/	7	0.5	11	/
59	COCCNC(=O)c1ccccc1N(Cc1ccccc1)S(=O)(=O)c1ccc(C)cc1	/	/	-4	2	/	-0.5	/	-5
60	CCc1ccccc1NC(=O)Nc1ccc2c(c1)OCO2	/	-6	-8	9	/	-6.8	-11	-10

Three entries from above, arranged by the value under CFTR F508del cor, low to high:
| # | structure | CFTR F508del cor |
| --- | --- | --- |
| 7 | CC1(C)Cc2c(c(N3CCOCC3)nc3sc(C(=O)Nc4ccc(Cl)cc4)c(N)c23)CO1 | -5.7 |
| 44 | Cc1ccc(-n2nc3ccc(NC(=O)/C=C/c4ccco4)cc3n2)cc1 | -3.0 |
| 5 | CCOc1cc(CN2CCN(C(=O)c3cccc4ccccc34)CC2)ccc1OC | 3.9 |

(continued)
cpd	canonical_smiles	Cneo AK release	miR122 inh	GSIS activator	PGC1a acetyl inh	PglD inh	CFTR F508del cor	C2C12 statin	FN deposition inh
61	O=C(/C=C/c1ccco1)Nc1scc(-c2ccccc2)c1C(=O)O	-5	0	12	10	8	-0.4	/	-5
62	CC1=C(C(=O)N(C(C)C)C(C)C)CC(CC(=O)NCCc2ccccn2)C(=O)N1Cc1ccc(F)cc1 (stereo unspecified)	2	-1	3	-3	4	5.2	0	2
63	CC(=C\c1ccco1)/C=C1/SC(=S)N(CC(=O)O)C1=O	/	-3	17	3	/	-1.7	5	9
64	COC(=O)c1cc(C)sc1NC(=O)c1ccco1	4	/	11	/	-6	2.0	0	/
65	CN(C)C(=O)c1ccc(-c2ccc(C3[C@@H]4CN(C(=O)CN5CCOCC5)C[C@H]3N4)cc2)cc1 (stereo partly specified)	/	/	28&8	5&3	/	0.5&-0.9	/	0&1
66	O=C(NC(=S)Nc1ccc(CN2CCCCC2)cc1)c1cc2ccccc2o1	3	/	42	?	5	-0.3	-14	-3
67	CC(=O)c1cccc(NC(=O)Cc2ccc3c(c2)CCCC3)c1	-4	5	/	3	2	/	7	2
68	CCCc1nn(C)c2c1C(c1ccncc1)C(C#N)=C(N)O2 (stereo unspecified)	-7	0	3	4	1	/	-8	/
69	O=C(CSc1ncn[nH]1)Nc1ncc(C(F)(F)F)cc1Cl	/	/	0	5	/	0.0	4	4
